HDAC3 inhib = HDAC3 deacetylase inhibitors, primary screen, biochemical, fluorescence, cell-free homogeneous. AID 2718, 2010. recombinant HDAC3, fluorogenic peptide/trypsin coupled. hit rate 0.15% among 320,000. Histone deacetylase 3 (Homo sapiens), O15379. inhibition, % at 8.3 µM; in the data active means inhibition above about 26%, passing the limit was not always enough
KCNQ1 block = inhibitors of human KCNQ1 channel, primary screen, cell-based, thallium flux, high-throughput. CHO-K1 KCNQ1, FluxOR thallium flux fluorescence; hits give high values. B-score at 10 µM. hit rate 1.3% among 310,000;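 active means compounds whose thallium flux B-score, printed positive for inhibition, exceeds three library SD while starting fluorescence stays within three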;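 further: channel opened by potassium depolarization with thallium stimulus after 20 min compound exposure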
hERG rescue = hERG rescue from dofetilide block, primary screen, cell-based, CHO-hERG, FluxOR thallium flux, dofetilide IC70. AID 1511, 2009. dofetilide IC70 present. hit rate 0.51% among 310,000. activation (rescue from dofetilide block), less the hit threshold, % at 10 µM. Voltage-gated inwardly rectifying potassium channel KCNH2 (Homo sapiens), Q12809;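 active means activation above the mean of controls blocked by dofetilide plus 5 SD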;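 further: thallium influx through hERG after potassium depolarization seen as dye fluorescence rise; in these data hits start at about 4.7%; inactives centre near -7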
KCNK3 inh = human KCNK3 channel inhibitors, primary screen, CHO cells, FluxOR thallium flux, B-score. FluxOR fluorescence; hits give low values. B-score at 10 µM. hit rate 0.84% among 340,000. Potassium channel subfamily K member 3 (Homo sapiens), O14649;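 active means B-score under library mean minus 4 SD, starting fluorescence ratio at most library mean plus 5 SD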;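 further: more negative B-score means stronger inhibition of thallium flux through KCNK3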
Target sequence (O14649 whole entry, looked up): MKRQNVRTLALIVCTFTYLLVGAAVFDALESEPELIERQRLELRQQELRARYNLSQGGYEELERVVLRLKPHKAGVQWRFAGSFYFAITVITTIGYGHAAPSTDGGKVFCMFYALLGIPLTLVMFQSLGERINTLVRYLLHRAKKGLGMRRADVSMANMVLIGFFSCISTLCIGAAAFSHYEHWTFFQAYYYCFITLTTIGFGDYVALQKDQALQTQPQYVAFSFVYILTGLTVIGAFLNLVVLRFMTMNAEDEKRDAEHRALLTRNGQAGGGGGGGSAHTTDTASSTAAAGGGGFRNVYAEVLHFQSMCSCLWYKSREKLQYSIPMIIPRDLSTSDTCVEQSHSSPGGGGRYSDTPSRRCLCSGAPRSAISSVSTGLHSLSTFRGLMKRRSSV
GSK3beta inhib = human GSK3beta kinase inhibitors, primary screen, biochemical, cell-free homogeneous, HTS. Glycogen synthase kinase-3 beta (Homo sapiens), P49841. GST-GSK3beta kinase, ADP-Glo luminescence, 60 min; hits give low values. activity score (negative = inhibition), % at 10 µM. hit rate 0.038% among 300,000. AID 2097, 2009;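 active means more than half of replicate wells score below -50%, meaning over 50% inhibition versus plate controls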;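 further: 0% = median DMSO wells and -100% = median GW8510 positive control wells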
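test system = GST-tagged human GSK3beta kinase, cell-free | reagent = 25 µM ATP with peptide substrate | dosing = one dose of 10 µM per compound | schedule = 60 min reaction, RT | detection = luminescent ADP-Glo measurement of ADP formed | control set = DMSO neutral wells and GW8510 at 20 µM as positive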
GSK3 alpha inh = blockers of GSK3A enzyme activity – biochemical, luminescence, cell-free homogeneous, HTS, primary screen. Glycogen synthase kinase-3 alpha (Homo sapiens), P49840. inhibition, % at 10 µM. hit rate 0.1% among 320,000. GSK-3 alpha kinase, ADP-Glo luminescence, 60 min;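 in the data active means inhibition above about 50%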;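 further: GST-tagged GSK-3 alpha with peptide substrate and 25 µM ATP; 0% = DMSO neutral wells and 100% = GW8510 positive control wells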
Target sequence (P49840 whole entry, looked up): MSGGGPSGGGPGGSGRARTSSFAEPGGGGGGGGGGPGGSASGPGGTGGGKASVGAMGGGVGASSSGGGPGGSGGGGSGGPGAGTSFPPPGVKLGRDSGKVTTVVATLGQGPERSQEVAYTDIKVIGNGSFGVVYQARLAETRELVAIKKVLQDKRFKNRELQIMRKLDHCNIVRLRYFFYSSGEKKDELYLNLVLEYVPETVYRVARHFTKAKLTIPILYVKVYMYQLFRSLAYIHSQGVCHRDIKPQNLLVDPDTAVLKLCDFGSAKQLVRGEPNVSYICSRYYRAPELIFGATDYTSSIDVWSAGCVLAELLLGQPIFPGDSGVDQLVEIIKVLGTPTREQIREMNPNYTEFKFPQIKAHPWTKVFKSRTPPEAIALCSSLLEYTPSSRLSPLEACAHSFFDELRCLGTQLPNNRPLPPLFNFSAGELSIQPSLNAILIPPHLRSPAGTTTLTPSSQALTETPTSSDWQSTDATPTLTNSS
KCNQ1 pot = potentiators or activators of KCNQ1 channel, primary screen, cell-based, thallium flux, high-throughput; CHO-K1 KCNQ1, thallium flux FluxOR fluorescence; hits give high values; B-score at 10 µM; hit rate 0.35% among 310,000; AID 2648, 2010;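 active means fluorescence ratio B-score, a plate-corrected score, at least three library SD, with initial intensity B-score within 5 SD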
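assay system = KCNQ1-transfected CHO-K1 cells | medium = assay buffer with matched DMSO | probe or stimulus = depolarizing K+/Tl+ stimulus, K2SO4 and Tl2SO4 each 12.5 mM in 5x stock | dosing = single dose | incubation = dye 90 min, compound 20 min, room temperature | detection = kinetic FluxOR fluorescence, 10 s baseline plus 110 s post-stimulus | evaluation = ratio B score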
RGS4 pot = RGS4 potentiators or activators, primary screen, cell-based, HEK293 M3R inducible RGS4, calcium flux; carbachol calcium flux Fluo4; hits give low values; B-score at 10 µM; hit rate 0.92% among 310,000; AID 463111, 2010;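 active means B-score of the integrated calcium signal more than 4 SD below the library mean, with starting fluorescence not abnormally high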;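 further: negative B-score means reduced calcium response which marks RGS4 activation or potentiation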
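test system = HEK293 cells with stable M3R and inducible RGS4 | schedule = recording 10 s baseline at 1 Hz, 100 s post-agonist | technique = Fluo4-AM (2 µM) calcium-flux fluorescence, kinetic read | measure = Agonist-evoked peak-minus-minimum fluorescence over baseline, integrated ratio, B score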
KCNK9 inh = KCNK9 potassium channel inhibitors, primary screen, HEK293 cells, thallium flux; hit rate 1.2% among 310,000; Potassium channel subfamily K member 9 (Homo sapiens), Q9NPC2; B-score at 10 µM; FluxOR thallium flux fluorescence; hits give low values; AID 488922, 2010;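 active means ratio B-score over 3 SD below the library mean, with starting fluorescence within 5 SD of its mean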;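 further: negative B-score means less thallium flux so channel inhibition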
DYRK1A inh = rat Dyrk1A kinase inhibitors, primary screen, biochemical, single point, plate reader | Dual specificity tyrosine-phosphorylation-regulated kinase 1A (Rattus norvegicus), Q63470 | ADP-Glo luminescence, NFATc1 peptide | inhibition, % at 12.5 µM | hit rate 0.43% among 310,000; in the data active means inhibition above about 50%;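 further: plate controls were vehicle with enzyme for no effect and no enzyme for full effect; many of its hits are not listed in these tables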
PolyA inh = polyadenylation inhibitors in yeast reporter cells, primary screen, luminescence, S. cerevisiae. AID 1875, 2009. S. cerevisiae SKY197-pL101 polyadenylation reporter, beta-gal luminescence; efflux-impaired pdr1/pdr3 knockout yeast; score 100 = 6 SD above DMSO. hit rate 0.02% among 300,000. calls only at 12 µM;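 active means lowest replicate activity score at least 50, where 100 means six control SD above control mean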;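 further: yeast exposed to compound for 9 h at 30 °C; higher score means more reporter readthrough which indicates perturbed polyadenylation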
The depositor's hits bear a star; i = inactive; · = not tested or not shown. The list is partial (hit frequency here may not be typical).

SMILES	HDAC3 inhib	KCNQ1 block	hERG rescue	KCNK3 inh	GSK3beta inhib	GSK3 alpha inh	KCNQ1 pot	RGS4 pot	KCNK9 inh	DYRK1A inh	PolyA inh
CSc1ccc(S(=O)(=O)Nc2ccc(OCC(=O)N3CCOCC3)cc2)cc1	9.0	i	-8.4	i	-0.5	-1.5	i	i	i	-0.4	i
OCCC1CN(Cc2cn[nH]c2C2CCCCC2)CCN1Cc1ccccc1 (centres undefined)	1.6	i	-5.6	i	0.4	2.0	i	i	i	-8.0	i
CCNC(=O)Nc1cc(OC)c(OC)cc1C(=O)O	-16.7	i	-3.6	i	1.5	-4.0	i	i	i	1.5	i
Clc1ccc(-c2nnc(NC3=NCCCCC3)o2)cc1	0.0	i	-7.3	i	1.4	-2.6	i	i	i	7.2	i
Cc1cccc2sc(N3CCN(C(=O)c4cccs4)CC3)nc12	·	i	-20.7	i	-3.3	-2.8	i	i	i	4.6	i
CC(/C=C/c1ccco1)=N\NC(=O)c1cccc(Cl)c1	4.8	i	-14.1	i	-1.0	-1.4	i	i	i	2.2	i
O=C(CCC(=O)c1cccs1)Nc1nnc(C2CC2)s1	-11.2	i	-14.3	i	1.4	-2.0	i	i	i	-2.2	i
ONC(=Nc1ccccc1)c1ccccc1Cl	-0.9	i	-10.5	i	0.7	-2.1	i	i	i	-0.1	i
COc1ccc(NC2CCCN(C(=O)c3cccc(N4CCNC4=O)c3)C2)cc1 (centres undefined)	6.2	i	-8.0	i	·	1.0	i	i	i	-1.8	i
O=C(c1ccccc1)N1CCN(CC(O)COc2cccc3ccccc23)CC1 (centres undefined)	-2.4	i	1.0	i	4.0	-4.7	i	i	i	·	i
N#Cc1cc(-c2ccccc2)cnc1Sc1ccccc1	-5.3	i	-5.4	i	1.5	1.2	i	i	i	0.5	i
CC1CCc2c(sc(NC(=O)COC(=O)c3ccc(NC(=O)CC#N)cc3)c2C#N)C1 (centres undefined)	·	i	-5.1	i	0.5	·	i	i	i	-2.1	i
CCC(C)n1c(-c2cc(OC)c(OC)c(OC)c2)nc2nc3ccccc3nc21 (centres undefined)	7.9	i	-25.0	·	-1.7	3.5	i	i	-15.1*	·	i
O=S(=O)(NCc1csc(-c2cccs2)n1)c1cccs1	·	i	-10.6	i	2.3	-3.3	i	-8.02*	i	2.5	i
CCC(=O)c1cn(CCOc2ccccc2OC)c2ccccc12	0.9	i	-4.5	i	-0.5	-0.6	i	i	i	7.5	i
O=C(CSc1cccc2cccnc12)Nc1cc(C(=O)O)cc(C(=O)O)c1	-6.7	i	-6.0	i	-1.6	-0.8	i	i	i	15.1	i
CCOC(=O)CCNC(=O)N1CCCC(C(=O)c2cccc(OC(C)C)c2)C1 (centres undefined)	13.9	i	-8.9	i	0.4	-4.5	i	i	i	-2.0	i
N#Cc1ccc(NC(=O)Cn2cnc(S(=O)(=O)N3CCCC3)c2)cc1	0.9	i	-7.6	i	-6.6	-0.5	i	i	i	8.4	i
O=C(CCC(=O)OCC(F)(F)C(F)F)Nc1ccccc1F	3.1	i	-11.8	i	0.5	-0.5	i	i	i	-3.8	i
COc1cccc(OC)c1C(=O)Nc1nnc(-c2cccs2)s1	-7.9	i	-1.8	i	2.9	-8.2	i	i	i	·	i
O=C(CN1CCSCC1)c1c[nH]c2ccccc12	-6.4	i	-7.1	i	1.9	3.7	i	i	i	-2.1	i
CC1CCC(C(=O)NC(C(=O)NCc2cccnc2)C(C)C)CC1 (centres undefined)	-3.4	i	-4.1	i	1.7	-3.6	i	i	i	-4.8	i
O=C(Cn1c(=O)cnc2ccccc21)N1CCN(S(=O)(=O)c2ccc(F)cc2)CC1	-2.1	i	-11.1	i	-1.6	-0.2	i	i	i	-4.5	i
COc1cccc(N(Cc2nnc3n2CCCCC3)C(=O)Nc2ccccc2)c1	-2.6	i	-16.2	i	3.3	-4.4	i	i	i	-8.7	i
CC1(C)Cc2noc(N)c2C(C)(C)N1O	0.5	i	-13.1	i	-1.2	-3.7	i	i	i	3.4	i
COc1ccc(N(CC(=O)N2CCC(Cc3ccccc3)CC2)S(C)(=O)=O)cc1	6.2	i	-0.1	i	0.2	-0.6	i	i	i	5.9	i
CCCOc1c(Br)cc(C(N)=O)cc1OCC	1.9	i	-10.6	i	-5.0	8.9	i	i	i	-17.3	i
Cc1ccc(OCCSc2nnc(C)c(=O)n2N)cc1	-2.4	i	-4.6	i	-3.1	0.6	i	i	i	-0.3	i
COc1cc2nc(C3CCC3)nc(N3CCN(c4ccccn4)CC3)c2cc1OC	-0.5	i	-27.3	i	1.6	-0.7	i	i	i	0.0	i
CCCn1c(NC(=O)CSCC(=O)Nc2cc(C)on2)nc2ccccc21	2.6	i	-11.4	i	-0.2	-3.4	i	i	i	13.3	i
COc1ccccc1C(=O)NC(=S)Nc1ccc(NC(=O)c2cccs2)cc1	-5.1	i	-12.7	i	-0.2	3.1	i	i	i	-7.7	i
O=Cc1ccc(O)cc1O	1.2	i	-6.2	i	1.1	3.0	i	i	i	-1.1	i
COc1ccc(-c2cc3nc4n(c(=O)c3s2)CCC4)cc1	-8.9	i	-0.7	i	0.3	0.8	i	i	i	11.3	i
O=C(CC(Cc1ccccc1)C(=O)O)Nc1ccccc1 (centres undefined)	-2.0	i	-2.3	i	0.7	-3.9	i	i	i	0.0	i
CC(C)(C)C(=O)NC1(C(F)(F)F)NC(=O)N(Cc2ccccc2)C1=O (centres undefined)	0.2	i	-3.6	i	-0.1	-1.3	i	i	i	·	i
CCC(=O)n1nc(-c2ccc(OC)cc2)nc1SC	11.1	i	-1.4	i	-0.8	-2.2	i	i	i	4.4	i
N#Cc1c(-c2ccc(Cl)cc2)ccn2nc(CCC(=O)O)nc12	3.5	i	-5.6	i	3.7	2.8	i	i	i	1.8	i
O=C(Cn1c(=O)[nH]c2ccsc2c1=O)N1CCN(c2ccc(F)cc2)CC1	0.9	i	-13.0	·	1.5	-1.1	i	i	i	·	i
O=C(CNC(=O)c1ccccc1)NCC(=O)OCC(=O)c1ccc([N+](=O)[O-])cc1	3.8	i	-1.2	i	0.4	·	i	i	i	-4.2	i
COc1ccc(OC)c(C(=O)c2c(C)oc3cc(Br)c(O)c(CN(C)C)c23)c1	-5.2	i	-5.2	i	8.6	-0.5	i	i	i	·	i
Cc1nnc(SCC(=O)Nc2ccc(S(=O)(=O)N3CCCC3)cc2)n1N	-4.0	i	35.5*	i	-1.2	-0.7	i	i	i	-5.8	i
CC1CCCC(NC(=O)CSc2ncccc2C(=O)O)C1C (centres undefined)	0.1	i	-0.5	i	3.1	-3.7	i	i	i	1.1	i
O=C(NCc1cccs1)c1cccc(Nc2nc3ccc(Br)cc3[nH]2)c1	9.2	i	-17.0	i	1.4	-0.8	i	i	i	0.0	i
O=C(Nc1cccc(-c2nc3cc(Cl)ccc3o2)c1)C1CCCO1 (centres undefined)	3.8	i	-9.0	i	-2.3	-3.1	i	i	i	-3.6	i
COc1cc(/C=C(\CC(=O)O)c2nc3ccccc3s2)cc(OC)c1O	4.9	i	-3.5	i	5.8	-4.0	i	i	i	3.5	i
COc1ccccc1OCCNC(=O)Cc1ccc(S(=O)(=O)N2CCOCC2)s1	·	i	-1.2	i	-3.2	·	i	i	i	-1.5	i
CCCNC(=S)NC1CC2CCC(C1)N2Cc1ccccc1 (centres undefined)	0.8	i	-3.0	i	1.7	-5.1	i	i	i	-3.9	i
COC(=O)CN(c1cccc(C(C)=O)c1)S(C)(=O)=O	5.4	i	-3.5	i	0.0	-1.3	i	i	i	0.0	i

KCNK9 inh: hit marks shown above.
compound | HDAC3 inhib | KCNQ1 block | KCNK3 inh | GSK3beta inhib | GSK3 alpha inh | KCNQ1 pot | KCNK9 inh | DYRK1A inh | PolyA inh
CCC(C)n1c(-c2cc(OC)c(OC)c(OC)c2)nc2nc3ccccc3nc21 (centres undefined) | 7.9 | i | · | -1.7 | 3.5 | i | -15.1* | · | i

The results go on:
SMILES	HDAC3 inhib	KCNQ1 block	hERG rescue	KCNK3 inh	GSK3beta inhib	GSK3 alpha inh	KCNQ1 pot	RGS4 pot	KCNK9 inh	DYRK1A inh	PolyA inh
COC(=O)/C=C1/N/C(=N\c2nc(C)cc(C)n2)N(c2ccccc2)C1=O	3.1	i	-3.4	i	-0.5	0.1	i	i	i	-0.6	i
O=C(Nc1ccccc1C(=O)NCc1ccccc1)c1ccco1	-2.3	i	-4.9	i	0.8	0.9	i	i	i	-2.2	i
COc1ccc(N2CC(NC(=O)N3CCN(C(=O)c4ccco4)CC3)CC2=O)cc1OC (centres undefined)	-0.4	i	-9.0	i	2.5	0.3	i	i	i	3.7	i
O=C1/C(=C/c2cccnc2)Sc2ccccc21	-2.8	i	-5.9	-9.63*	-1.0	2.6	i	i	i	-1.1	i
Cc1ccc(S(=O)(=O)Nc2ccc(N(C)S(=O)(=O)c3ccc(C)cc3)cc2)cc1	14.4	i	-9.2	i	1.2	-1.6	i	i	-7.02*	0.8	i
CC1(c2nnc(-c3ccncc3)o2)CC(c2ccc([N+](=O)[O-])cc2)=NO1 (centres undefined)	·	i	-5.0	i	-0.2	·	i	i	i	-1.9	i

In the list so far, these contain a nitro group on carbon.
SMILES	HDAC3 inhib	KCNQ1 block	hERG rescue	KCNK3 inh	GSK3beta inhib	GSK3 alpha inh	KCNQ1 pot	RGS4 pot	KCNK9 inh	DYRK1A inh	PolyA inh
O=C(CNC(=O)c1ccccc1)NCC(=O)OCC(=O)c1ccc([N+](=O)[O-])cc1	3.8	i	-1.2	i	0.4	·	i	i	i	-4.2	i
CC1(c2nnc(-c3ccncc3)o2)CC(c2ccc([N+](=O)[O-])cc2)=NO1 (centres undefined)	·	i	-5.0	i	-0.2	·	i	i	i	-1.9	i
